Source: PubChem
TR-FRET SRC-2 ct: TR-FRET signal artefacts, primary screen, artefact control for PPARgamma SRC-2 agonist project, biochemical; TR-FRET artefact counter-screen; stronger effect = higher value; TR-FRET ratio at 8 µM; hit rate 0.4% among 200,000; AID 1049, 2008; in the data active = TR-FRET ratio above about 2000; note: inactives centre near 1500
PPARg SRC3 recr: PPARgamma agonists recruiting SRC-3 coactivator, primary screen, biochemical. biochemical PPARgamma/SRC-3 coactivator recruitment assay. activation, % at 8 µM. Peroxisome proliferator-activated receptor gamma (Homo sapiens), P37231. hit rate 0.26% among 200,000; in the data active = activation above about 23%;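 note: 0% = DMSO and 100% = reference agonist; some compounds past the cut are filed as inactive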
ROMK primary: ROMK potassium channel modulators, primary screen, cell-based, thallium flux, MLSMR library; B-score at 10 µM; hit rate 2% among 130,000; Tet-inducible ROMK, thallium flux fluorescence; actives lie on both sides; ATP-sensitive inward rectifier potassium channel 1 (Homo sapiens), P48048;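 active = signal ratio slope over the read window, or its plate-corrected B-score, at least 3 SD from the plate mean, either direction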;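 note: B-score of the F/F0 ratio slope over 7 to 12 s after thallium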
Target sequence (P48048 whole entry, looked up): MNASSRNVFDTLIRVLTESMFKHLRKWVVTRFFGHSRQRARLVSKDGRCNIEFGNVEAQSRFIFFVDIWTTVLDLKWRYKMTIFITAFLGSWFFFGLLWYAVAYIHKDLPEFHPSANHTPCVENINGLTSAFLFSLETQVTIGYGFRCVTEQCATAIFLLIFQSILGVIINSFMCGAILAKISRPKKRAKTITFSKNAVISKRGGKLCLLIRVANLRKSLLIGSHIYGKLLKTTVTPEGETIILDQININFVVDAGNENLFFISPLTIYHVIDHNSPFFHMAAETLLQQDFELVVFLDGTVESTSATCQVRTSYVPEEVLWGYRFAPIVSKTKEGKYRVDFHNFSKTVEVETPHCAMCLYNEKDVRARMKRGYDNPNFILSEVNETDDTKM
bIAP inhibitor: bovine intestinal alkaline phosphatase inhibitors, primary screen, selectivity assay for TNAP inhibitor project, biochemical, bovine IAP, CDP-star luminescence; AID 1019, 2008; 190,000 tested, under 10 active; inhibition, % at 20 µM; purified bovine IAP, 30 min;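 active = over 50% inhibition of intestinal alkaline phosphatase at 20 µM in the single-dose screen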
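Incubation: 30 min reaction at room temperature / Material: purified bovine intestinal alkaline phosphatase (IAP) enzyme / Input: enzyme at 1/65,000,000 dilution / Dosing: 20 µM single dose / Signal: CDP-star luminescence signal / Reagent: CDP-star chemiluminescent phosphatase substrate, 30 µM final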
PPARg SRC1 recr: PPARgamma agonists recruiting SRC-1 coactivator, primary screen, biochemical. Peroxisome proliferator-activated receptor gamma (Homo sapiens), P37231. PPARgamma-SRC-1 coactivator recruitment biochemical assay. activation, % at 8 µM. hit rate 0.41% among 200,000. AID 631, 2007; in the data active = activation above about 19%;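 note: 0% = DMSO and 100% = reference agonist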
Redox H2O2 prof: compounds producing H2O2 with reducing agent – biochemical, NIH compound library profiling, artefact control for MLSCN library redox annotation, primary screen; DTT-dependent redox cycling H2O2, phenol red/HRP absorbance; 100% = 100 µM peroxide control, 0% = buffer; activation, % at 10 µM; hit rate 0.03% among 200,000;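 active = activation of at least 50% relative to the plate's high and low controls in the primary single-dose screen; inactive = activation below 50%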;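 note: compound incubated with DTT at 0.8 mM final as the reducing agent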
S1P3 antagonist: S1P3 receptor antagonists, primary screen, cell-based; AID 485, 2006; inhibition, % at 4.98 µM; hit rate 0.27% among 170,000; Sphingosine 1-phosphate receptor 3 (Homo sapiens), Q99500; CHO S1P3 NFAT-BLA reporter, FRET fluorescence, antagonist mode;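 active = inhibition above the plate cutoff, the mean inhibition of test wells on that plate plus 3 SD, cut at about 28% in these data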;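 note: cells challenged with S1P at its EC80 of 0.8 µM; blue over green emission ratio from cleaved BLA substrate after 4 h stimulation; 0% = S1P-stimulated wells and 100% = unstimulated DMSO-only wells; some compounds past the cut are filed as inactive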
Target sequence (Q99500 whole entry, looked up): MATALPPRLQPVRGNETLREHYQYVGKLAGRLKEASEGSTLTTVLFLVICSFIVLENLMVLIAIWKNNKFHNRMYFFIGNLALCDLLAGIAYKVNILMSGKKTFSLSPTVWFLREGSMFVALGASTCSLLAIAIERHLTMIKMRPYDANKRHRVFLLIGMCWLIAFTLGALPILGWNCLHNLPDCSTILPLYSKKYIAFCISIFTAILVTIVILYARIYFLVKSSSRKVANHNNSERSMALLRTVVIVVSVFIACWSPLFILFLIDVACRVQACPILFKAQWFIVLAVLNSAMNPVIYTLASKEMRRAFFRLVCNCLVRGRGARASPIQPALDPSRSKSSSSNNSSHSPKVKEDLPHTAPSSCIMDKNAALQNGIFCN
TLR4-MyD88 BLA: inhibitors of TLR4-MyD88 association in cells, primary screen, cell-based, HeLa CL3-4, BLA complementation, FRET ratio. hit rate 0.18% among 200,000. Toll-like receptor 4 (Homo sapiens) + Myeloid differentiation primary response protein …. inhibition, % at 8.4 µM. HeLa CL3-4 TLR4/MyD88 BLA complementation; in the data active = inhibition above about 25%;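 note: 0% = vehicle and 100% = reference inhibitor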
bIAP activator: bovine intestinal alkaline phosphatase activators, primary screen, biochemical, bovine IAP, CDP-star luminescence; purified bovine IAP, 30 min; stronger effect = higher value; fold of DMSO-control signal, blank-subtracted; activation factor at 20 µM; hit rate 0.17% among 200,000; AID 1016, 2008;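 active = activation factor of 2 or more at 20 µM, a signal rise over negative controls twice the positive control's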
PPARg SRC-2 ag: agonists of PPARg-SRC-2 recruitment, primary screen, biochemical, HTS; Peroxisome proliferator-activated receptor gamma (Homo sapiens), P37231; PPARgamma LBD-SRC-2 recruitment; activation, % at 8 µM; hit rate 0.34% among 200,000; AID 1032, 2008; in the data active = activation above about 22%;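 note: 0% = vehicle and 100% = reference agonist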
L major viab: Leishmania major promastigote growth inhibition, primary screen | Leishmania major promastigotes, resazurin fluorescence viability | inhibition, % at 10 µM | hit rate 9% among 200,000; in the data active = inhibition above about 50%;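 note: promastigotes grown with compound for 44 hours at 28 °C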
An asterisk follows results filed as active; nt = no result given.

Values run as follows: bIAP activator | TLR4-MyD88 BLA | PPARg SRC-2 ag | TR-FRET SRC-2 ct | L major viab | PPARg SRC3 recr | PPARg SRC1 recr | S1P3 antagonist | Redox H2O2 prof | bIAP inhibitor | ROMK primary
- Cc1sc(NC(=O)c2cccs2)c(C(N)=O)c1C
  0.9 | -6 | -1 | 1351 | 7 | 6 | 6 | 13 | 1.6 | 9 | -0.16
- O=C1CCCCCN1Cc1ccccc1
  0.9 | 1 | -7 | 1309 | -4 | -10 | -5 | nt | -5.3 | 7 | nt
- Cc1ccc2oc(-c3ccc(C)c(NC(=S)NC(=O)c4cccs4)c3)nc2c1
  0.4 | -5 | 6 | 1664 | -4 | -3 | 12 | 12 | 0.2 | nt | nt
- CCN(CC(=O)NCc1ccc(Cl)cc1)CC(=O)Nc1ccc(C(N)=O)cc1
  0.9 | -19 | 7 | 1741 | -3 | 2 | 1 | 5 | -0.1 | 6 | 1.2
- COc1ccc(CCc2nnc(CCC(=O)NCc3ccc4ncccc4c3)o2)cc1
  0.9 | 3 | -6 | 1616 | -3 | -4 | -4 | 5 | -0.6 | 6 | -0.2
- O=C(c1cc(-c2ccco2)on1)N1CCN(c2ccccc2)CC1
  0.9 | 10 | 3 | 1639 | -6 | 3 | 2 | -3 | 0.0 | 5 | nt
- COc1ccccc1CNC(=O)c1cccc(-c2ccc(C)c3ccccc23)n1
  0.9 | -19 | -3 | 1615 | 1 | 5 | 2 | -8 | 5.8 | 5 | -0.57
- O=C(NC(=S)Nc1cc([N+](=O)[O-])ccc1Cl)c1ccccc1
  0.7 | 10 | 3 | 1439 | 3 | 5 | 3 | nt | 0.0 | 31 | 1.4
- Cc1oc(C(C)(C)C)c(CN2CCCC2)c1C(=O)O
  0.9 | 3 | -4 | 1442 | -2 | -12 | -8 | 1 | 2.5 | 6 | nt
- CCOC(=O)C1CSC(CC(=O)Nc2ccc(OCC)cc2)C(=O)N1 (stereo not given)
  1.1 | -4 | 4 | 1575 | -6 | -1 | 6 | nt | 0.2 | -12 | 0.45
- O=C1C=C(NCc2ccc3c(c2)OCO3)CC(c2ccccc2)C1 (stereo not given)
  1 | 4 | 3 | 1633 | -4 | 0 | 1 | 6 | -0.1 | -4 | -0.13
- CN1CCN(C(=O)CCNC(=O)Cn2ccc3ccccc3c2=O)CC1
  0.9 | 14 | 6 | 1379 | -3 | 0 | 11 | nt | 0.0 | 5 | 0.82
- Cc1ccc(NC(=O)CNc2ccc(Cl)cc2F)cc1
  0.9 | 3 | 0 | 1578 | -4 | 1 | -1 | -1 | 0.2 | 7 | nt
- Cc1nc2c3ccccc3n(CC#N)c(=O)n2n1
  1 | 4 | 3 | 1467 | -4 | 4 | -2 | 12 | -0.7 | 0 | nt
- CCc1ccc(N(C(=O)C(F)(F)F)C(C(=O)NC2CCCCC2)c2ccncc2)cc1 (stereo not given)
  1 | 7 | 5 | 1620 | -4 | 9 | 4 | nt | 2.2 | 2 | nt
- Cc1ccnc(NC(=O)CCC(=O)N(CC(=O)NC(C)(C)C)c2ccc(F)c(Cl)c2)c1
  0.9 | -14 | -1 | 1574 | 0 | -3 | -5 | -3 | -0.5 | 10 | -0.21
- Clc1ccc2nc(-c3ccccn3)c(Nc3ccc4c(c3)OCO4)n2c1
  0.9 | 6 | 0 | 1504 | 100* | 4 | 8 | 15 | -1.0 | 9 | 0.064
- C/C(NC(=O)c1cccs1)=C1\C(=O)C[C@@H]2[C@H]1C2(C)C
  0.9 | 12 | 5 | 1667 | 13 | 6 | 7 | nt | -0.3 | 8 | -0.48
- COCCCNC(=O)C(=O)C1C(=O)Nc2ccccc21 (stereo not given)
  1.1 | -7 | 4 | 1500 | -9 | 5 | -2 | -5 | -1.8 | -15 | -0.0047
- COc1ccc(OCC(=O)NC(CC(=O)O)c2ccc(OC)c(OC)c2)cc1 (stereo not given)
  1 | -14 | -1 | 1528 | -2 | 0 | -6 | -12 | -0.1 | 5 | -0.29
- CCn1c(C)nc2cc(C(=O)NNC(=S)NC(=O)c3ccc(OC)cc3)ccc21
  1.1 | 12 | -2 | 1541 | 94* | 8 | 1 | -14 | 0.0 | -12 | 1.4
- COc1ccc(Br)cc1C(=O)Nc1ccc(N2CCN(S(C)(=O)=O)CC2)cc1
  0.8 | -13 | 7 | 1677 | 2 | -8 | 6 | -11 | -0.3 | 16 | 0.024
- CCn1c(SCC(=O)Nc2ccc(OC)cc2)nnc1-c1ccco1
  0.9 | -3 | -4 | 1843 | -1 | 0 | 2 | nt | 1.2 | 9 | 0.41
- CCn1nnnc1SCC(=O)c1ccc(C)cc1
  1 | -2 | 13 | 1594 | -4 | 7 | 5 | nt | 0.2 | 0 | -0.5
- NCCc1nc(-c2ccccc2)cs1
  1 | -5 | 1 | 1551 | 12 | 3 | 9 | -1 | 0.1 | 0 | 1.3
- Cc1cc(=O)[nH]c(N/N=C/c2ccc(Br)s2)n1
  0.8 | -12 | 3 | 1494 | 6 | 3 | 6 | -6 | -0.1 | 22 | -0.57
- CCCCCCNS(=O)(=O)c1nc2nc(C)cc(C)n2n1
  0.9 | -3 | -2 | 1419 | 19 | -1 | -2 | -3 | -0.2 | 10 | nt
- Cc1ccc(C(=O)N2CCN=C2SCc2ccc([N+](=O)[O-])cc2)cc1
  1.3 | 7 | 0 | 1439 | 18 | -1 | 0 | 0 | 0.8 | -35 | nt
- CCC(C)n1c(C)nc2c(c1=O)c1nc3ccccc3nc1n2CCC1=CCCCC1 (stereo not given)
  0.9 | 3 | 3 | 1633 | 57* | 12 | 8 | nt | -2.7 | 7 | nt
- COc1ccc(C(O)P(=O)(OC2CCCCC2)c2ccc(N(C)C)cc2)cc1OC (stereo not given)
  1.1 | -1 | -11 | 1426 | 6 | -4 | 3 | -56 | 2.0 | -9 | nt
- CSc1nnc(C)c(=O)n1COC(=O)c1ccc([N+](=O)[O-])cc1
  1 | 0 | -2 | 1451 | -5 | 1 | -8 | -2 | -0.2 | -2 | 1.3
- COc1cc(C(=O)Nc2ccc(NC(C)=O)cc2)ccc1OCc1ccccc1
  1 | 3 | 2 | 1704 | -2 | 6 | 8 | -7 | -1.0 | -4 | -0.81
- COc1cccc(C(=O)OCCN2CCCCC2)c1
  0.9 | -3 | 13 | 1605 | -2 | -1 | 3 | nt | 0.2 | 8 | 0.25
- Cc1nn(C(C)(C)C)c(OC(=O)c2ccc3c(c2)OCO3)c1S(=O)(=O)c1ccccc1
  1 | 8 | -7 | 1455 | 25 | 6 | 0 | 26 | 4.0 | -2 | nt
- O=C(Nc1cccc(-c2nc3ccccc3s2)c1)c1cc(=O)c2ccccc2o1
  1.1 | 7 | -3 | 1690 | -4 | 0 | 6 | 5 | 0.7 | -13 | nt
- COc1ccc2c(c1)O[C@@H](c1cccc(C(F)(F)F)c1)[C@H](O)C2=O
  1.1 | 2 | -8 | 1351 | 34 | -3 | -4 | 0 | 1.1 | -7 | 0.97
- CCOC(=O)C1(Cc2ccccc2)CCN(Cc2ccc(C)s2)CC1
  0.9 | -5 | 6 | 1385 | 7 | 3 | 1 | 10 | 0.0 | 7 | nt
- Cc1c(Cl)cccc1NC(=O)c1ccc(-n2ccnc2)nc1
  1 | 11 | -5 | 1393 | -8 | 1 | -3 | nt | 17 | -3 | nt
- COc1ccc(CNC(=O)C2CCN(S(=O)(=O)c3cc(OC)ccc3OC)CC2)cc1
  1 | 0 | 8 | 1753 | 3 | 7 | 6 | 20 | 0.4 | -1 | 0.073
- CC(OC(=O)c1ccc2ncsc2c1)C(=O)Nc1ncc(Cl)cc1Cl (stereo not given)
  1 | 0 | 1 | 1645 | -5 | -1 | 3 | -1 | -0.4 | -2 | -0.011
- CCc1nnc(NC(=O)CSc2nc3c(c(=O)n2-c2ccccc2OC)SCC3)s1
  1.1 | -2 | 1 | 1376 | 3 | -2 | -1 | nt | 0.7 | -10 | 0.059
- Cc1ccc(C(=O)NCC(=O)O)cc1S(=O)(=O)N1CCCCC1
  1.1 | 11 | 6 | 1448 | -9 | 2 | 2 | -6 | -2.2 | -5 | nt
- Cc1oc(-c2ccccc2Cl)nc1CN1CCCC1c1ccc(F)cc1 (stereo not given)
  1 | 13 | 4 | 1640 | 7 | 4 | 4 | -39 | 5.4 | 2 | 0.26
- O=C(NC1CC1)c1nc2c(nnn2Cc2ccccc2Cl)c(=O)[nH]1
  1 | 1 | 8 | 1660 | 11 | 2 | 9 | nt | -0.2 | 0 | nt
- NS(=O)(=O)c1ccc(N2CCCC2=O)c([N+](=O)[O-])c1
  1 | 5 | -7 | 1288 | 0 | 4 | 3 | -19 | 0.0 | 3 | -0.2
- COC(=O)CN1C(=O)N(c2ccccc2)C(N(O)C(=O)Nc2ccccc2)C1(C)C (stereo not given)
  1 | 17 | 5 | 1643 | -3 | 6 | -1 | -26 | 2.2 | 3 | -0.25
- Cc1nn(-c2ccccc2)c(C)c1C(=O)OCC(=O)NC12CC3CC(CC(C3)C1)C2
  1 | -2 | -4 | 1467 | 15 | -2 | -4 | nt | -0.6 | -4 | nt
- CC(C)CCNC(=O)C(C)N(C(=O)Cn1nnc(-c2ccc(F)cc2)n1)C1CCCC1 (stereo not given)
  1.2 | 5 | 16 | 1628 | 23 | 5 | 7 | -2 | -0.6 | -16 | -2.1
- Cc1nc(N)sc1C(=O)N/N=C/c1ccco1
  0.6 | -5 | 2 | 1643 | -5 | 3 | 4 | 5 | 0.2 | 38 | 0.29
- CC1(NC(=O)C2CCCCC2)CCS(=O)(=O)C1 (stereo not given)
  1 | 1 | 6 | 1644 | -2 | 4 | 9 | -20 | 0.0 | 0 | 0.49
- Cc1nc(CCNC(=O)c2cccs2)cs1
  0.9 | 2 | 14 | 1523 | -1 | -6 | 0 | -15 | 1.1 | 11 | 0.59

2 of the compounds above, as labelled records.
Cc1sc(NC(=O)c2cccs2)c(C(N)=O)c1C
  bIAP activator = 0.9; TLR4-MyD88 BLA = -6; PPARg SRC-2 ag = -1; TR-FRET SRC-2 ct = 1351; L major viab = 7; PPARg SRC3 recr = 6; PPARg SRC1 recr = 6; S1P3 antagonist = 13; Redox H2O2 prof = 1.6; bIAP inhibitor = 9; ROMK primary = -0.16
O=C1CCCCCN1Cc1ccccc1
  bIAP activator = 0.9; TLR4-MyD88 BLA = 1; PPARg SRC-2 ag = -7; TR-FRET SRC-2 ct = 1309; L major viab = -4; PPARg SRC3 recr = -10; PPARg SRC1 recr = -5; S1P3 antagonist = nt; Redox H2O2 prof = -5.3; bIAP inhibitor = 7; ROMK primary = nt

Random draw from the library. About 11% of those tested had a hit in this group.
